Apaf1 inhib: blocks human Apaf-1 apoptosome activity | reconstituted apoptosome caspase-3 activity, DEVD-Rh110 fluorescence | inhibition, % at 20 µM | 0.71% of 330,000 active; active means inhibition of at least 40% at 20 µM;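 further: plate controls were DMSO wells for no effect and DEVD-CHO caspase inhibitor wells for full effect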
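Material: reconstituted apoptosome with Apaf-1, cytochrome c, caspase-9, procaspase-3, dATP; medium: pH 7.5 Hepes buffer with CHAPS, BSA, DTT; also added: cytochrome c and DEVD-Rh110 substrate; timing: 30 min plus 50 min, RT; signal: Rh110 fluorescence intensity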
SENP8 block-1: SENP8 (human) protease inhibition; recombinant SENP8, Nedd8 substrate fluorescence; AID 602440; Q96LD8; 0.64% of 360,000 active; inhibition, % at 20 µM; in the data active means inhibition mostly above about 40%, no sharp cut-off; inactive means mostly below about 27%
Target sequence (Q96LD8 whole entry, looked up): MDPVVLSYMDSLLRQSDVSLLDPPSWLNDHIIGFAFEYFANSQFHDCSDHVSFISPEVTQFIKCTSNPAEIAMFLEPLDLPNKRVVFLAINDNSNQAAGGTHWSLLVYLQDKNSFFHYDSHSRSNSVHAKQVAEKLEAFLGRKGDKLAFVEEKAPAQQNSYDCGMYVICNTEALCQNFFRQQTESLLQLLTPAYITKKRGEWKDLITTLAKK
SENP1 FRET inh: blocks the human SENP1 SUMO protease catalytic domain | 0.21% of 360,000 active | inhibition, % at 10 µM | Q9P0U3 | AID 624204 | recombinant SENP1 catalytic domain, CyPet-SUMO1-YPet FRET cleavage;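 active means inhibition at least 30% at 10 µM, raw YFP signal under a set limit, fluorescence ratio 0.5 to 1.5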;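 further: 0% = enzyme with DMSO and 100% = no enzyme wells; some results filed as inactive read as strong as hits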
Target sequence (Q9P0U3 419-644 limits assumed): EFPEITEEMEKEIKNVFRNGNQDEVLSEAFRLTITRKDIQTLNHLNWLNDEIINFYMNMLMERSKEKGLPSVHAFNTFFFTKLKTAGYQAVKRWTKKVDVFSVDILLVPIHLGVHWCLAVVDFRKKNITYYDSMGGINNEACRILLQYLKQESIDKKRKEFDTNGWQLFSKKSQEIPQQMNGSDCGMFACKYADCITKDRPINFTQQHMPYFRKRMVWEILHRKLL
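system = hSENP1 catalytic domain, recombinant | reagent = SFCypet-SUMO1-SFYpet substrate at 25 nM | doses = one dose per compound, 10 µM, 0.5% DMSO | incubation = enzyme reaction for 50 min at room temperature, dark | measured by = FRET, CFP and YFP emission | controls = no-enzyme low, enzyme-DMSO high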
NALP3 yeast inh: inhibitors of NALP3 inflammasome in yeast. AID 2825. inhibition, % at 10 µM. Yeast reconstituted NLRP3/ASC/caspase-1, beta-gal luminescence, 24 h. 0.39% of 330,000 active;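 active means inhibition of 50% or more; inactive means inhibition below 50%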;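 further: plate controls were induced DMSO wells for no effect and uninduced yeast grown without galactose for full effect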
PfGluPho inh: PfG6PD (Plasmodium falciparum) enzyme inhibition | PfGluPho enzyme, NADPH resazurin-diaphorase fluorescence | inhibition, % at 20 µM | 0.78% of 350,000 active | AID 504690;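 active means inhibition reaching at least a set limit at 20 µM in the primary screen, cut at about 59% in these data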;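 further: 0% = DMSO wells with substrate and 100% = DMSO wells lacking glucose-6-phosphate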
SENP8 block-2: blocks the human protease SENP8; inhibition, % at 10 µM; AID 2540; purified SENP8, Z-RLRGG-aminoluciferin cleavage, luminescence; 1.2% of 330,000 active; Q96LD8; in the data active means inhibition above about 50%
SENP6 block: SENP6 protease inhibition; Q9GZR1; Recombinant SENP6 catalytic domain, aminoluciferin luminescence; inhibition, % at 10 µM; 1.8% of 330,000 active;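 active means inhibition above about 50% at the single tested dose, limit read from the data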;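 further: plate controls were DMSO wells with enzyme for no effect and DMSO wells lacking enzyme for full effect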
Target sequence (Q9GZR1 628-1112 limits assumed): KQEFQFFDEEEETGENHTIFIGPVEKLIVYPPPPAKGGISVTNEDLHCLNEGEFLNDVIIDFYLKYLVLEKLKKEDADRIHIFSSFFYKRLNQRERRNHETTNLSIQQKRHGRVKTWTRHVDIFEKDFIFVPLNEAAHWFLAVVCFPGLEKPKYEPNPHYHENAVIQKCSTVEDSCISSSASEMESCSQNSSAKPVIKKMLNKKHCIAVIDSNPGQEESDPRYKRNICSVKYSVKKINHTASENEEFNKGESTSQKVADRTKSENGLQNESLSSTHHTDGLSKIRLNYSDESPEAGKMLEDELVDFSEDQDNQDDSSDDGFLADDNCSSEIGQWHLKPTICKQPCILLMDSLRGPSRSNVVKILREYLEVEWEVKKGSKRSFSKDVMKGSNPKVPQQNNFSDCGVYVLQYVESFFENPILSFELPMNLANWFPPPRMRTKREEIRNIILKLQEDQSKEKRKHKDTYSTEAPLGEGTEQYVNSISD
SENP7 inh: inhibitors of human SENP7 protease; 1.5% of 330,000 active; recombinant SENP7, Z-RLRGG-aminoluciferin luminescence, 40 min; AID 434973; inhibition, % at 5 µM;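 active means inhibition above about 50% at the single test dose, limit read from the data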;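 further: plate controls were DMSO with enzyme for no effect and no enzyme buffer wells for full effect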
HKDC1 inhibitor: blocks human hexokinase HKDC1 activity; Q2TB90; recombinant HKDC1, G6PDH/diaphorase resazurin coupled fluorescence; inhibition, % at 20 µM; 0.16% of 340,000 active; AID 493160;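 active means inhibition above about 35% when tested at 20 µM, limit read from the data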;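 further: plate controls were DMSO wells with enzyme for no effect and DMSO wells lacking enzyme for full effect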
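Assay system: in-house recombinant HK5 (HKDC1) enzyme. Input: HKDC1 at 5 µg/mL. Medium: Tris pH 8.0 buffer with MgCl2, Tween-20, BSA, BME. Dosing: single 20 µM dose. Schedule: 90 min reaction incubation at room temperature, dark. Signal: resazurin-to-resorufin fluorescence via G6PDH and diaphorase coupling, 525/613 nm. Controls: DMSO-enzyme wells negative, buffer-substituted wells positive.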
* hit, by the source's call; . = no result given.

SMILES	Apaf1 inhib	SENP8 block-1	SENP1 FRET inh	NALP3 yeast inh	PfGluPho inh	SENP8 block-2	SENP6 block	SENP7 inh	HKDC1 inhibitor
O=C1NC(=O)N(Cc2ccccc2)C(=O)/C1=C\N1CCCc2ccccc21	2	1	-82	16	11	-9	-6	-5	15
CCc1nc2ccc(N3CCN(C)CC3)cc2nc1CC	-4	-2	4	5	-13	-6	-4	-12	-1
O=C1CNC(c2ccccc2Cl)c2cc(Br)ccc2N1 (stereo not drawn)	-7	10	1	-5	38	6	-18	-6	5
Cc1ccccc1-c1nc(CS(=O)CC(=O)N2CCC3(CC2)OCCO3)c(C)o1 (stereo not drawn)	12	-6	-3	7	1	0	2	11	-9
CCn1c(O)c(C=Nc2cc(Cl)ccc2Cl)c(=O)n(CC)c1=O	-7	-232	2	-6	-1	-2	2	-6	-6
Cn1cc(C(=O)Cc2ccccc2)c2ccccc21	15	7	2	33	8	-6	8	8	-13
c1ccc2cc(C3N4CCCN34)ccc2c1 (stereo not drawn)	-3	4	4	18	-8	-10	7	-3	7
O=C1CC(N2CCC(n3c(=O)[nH]c4ccccc43)CC2)C(=O)N1c1ccc(F)cc1 (stereo not drawn)	-18	17	5	25	-3	4	-12	0	-4
CC(C)(O)/C=C/C(=O)[C@](C)(O)C1[C@H](O)C[C@@]2(C)C3CC=C4C(C[C@H](O)[C@@H](O)C4(C)C)[C@]3(C)C(=O)C[C@]12C (stereo partly drawn)	4	6	2	28	-4	1	-2	5	0
CSc1ccc(CNC(C)C(O)c2ccccc2)cc1 (stereo not drawn)	-7	7	2	11	-12	1	11	10	-2
C[N+]1(C)[C@@H]2CC[C@H]1CC(OC(=O)[C@@H](CO)c1ccccc1)C2 (stereo partly drawn)	70*	8	4	-2	15	11	13	3	-5
NC(=O)C1(N2CCCCC2)CCN(Cc2ccccc2)CC1	-6	11	1	4	-7	-4	-9	6	-1
CCOC(=O)C1CCN(C(C)C(=O)c2c[nH]c3ccccc23)CC1 (stereo not drawn)	5	16	0	16	-7	-8	-13	-11	-5
COC(=O)C1=C(c2cccc(OC)c2OC)C[C@@H]2CC[C@H]1N2C(=O)N1CCCCC1	-4	7	0	2	9	3	-17	-8	-1
COC(=O)C1=C(C)NC(=S)NC1c1ccc(N(CCCl)CCCl)cc1Cl (stereo not drawn)	.	-46	-9	.	57	.	.	.	6
Cc1cc([N+](=O)[O-])c(Cl)cc1NC(=O)C(C)C	-8	13	1	6	-10	-6	-7	1	-7
O=P(C(c1ccc2c(c1)OCO2)N1CCOCC1)(N1CCOCC1)N1CCOCC1 (stereo not drawn)	-3	5	1	-14	-14	5	21	9	0
COc1cccc(-n2c(CN3CCOCC3)nc3ccc([N+](=O)[O-])cc3c2=O)c1	0	22	3	14	0	-1	12	-1	-1
Oc1ccc2c3c1O[C@H]1c4oc5ccccc5c4C[C@@]4(O)[C@@H](C2)N(CC2CC2)CC[C@]314	-13	8	2	17	6	10	-8	1	-4
C#C[C@@]1(O)CCC2C3CCC4=C/C(=N/OCC(=O)NC(C(=O)O)C(C)O)CC[C@]4(C)C3CC[C@@]21C (stereo partly drawn)	0	10	-2	14	17	4	-9	-4	-6
O=c1[nH]c(=O)n(-c2cccc3ccccc23)c(O)c1/C=N/N1CCCCCC1	-9	14	2	21	-1	-1	-32	-3	1
O=C(c1ccc2c(c1)N(Cc1ccc(F)cc1)CCS2)N1CCC2(CC1)OCCO2	15	-331	-1	9	-2	2	-2	2	2
CCCn1c(C(=O)c2ccc(OC)cc2)nc2ccccc21	4	4	1	-2	-1	7	-5	13	-3
CC12CCC(=O)C=C1CCC1C2CCC2(C)C(O)CCC12 (stereo not drawn)	-2	12	2	39	11	-12	-17	-5	-7
CC(C)C(=O)NC(Oc1ccccc1Cl)C(Cl)(Cl)Cl (stereo not drawn)	-2	-2	2	2	-6	8	-24	5	1

Reprinted from the part before: two entries; new compounds follow.
SMILES	Apaf1 inhib	SENP8 block-1	SENP1 FRET inh	NALP3 yeast inh	PfGluPho inh	SENP8 block-2	SENP6 block	SENP7 inh	HKDC1 inhibitor
CC12CCC(=O)C=C1CCC1C2CCC2(C)C(O)CCC12 (stereo not drawn)	-2	12	2	39	11	-12	-17	-5	-7
CC(C)C(=O)NC(Oc1ccccc1Cl)C(Cl)(Cl)Cl (stereo not drawn)	-2	-2	2	2	-6	8	-24	5	1
COC(=O)C1=C(c2ccc(OC(F)(F)F)cc2)C[C@@H]2CC[C@H]1N2C(=O)N1CCC(O)CC1	5	16	2	11	-3	-4	-18	7	-5
O=C(O)Cn1cc(/C=C2\C(=O)NC(=O)N(c3ccc(Br)cc3)C2=O)c2ccccc21	1	17	4	15	26	7	21	-2	11
Cc1cccc(N2C(=O)NC(=O)C3(Cc4cc(C)ccc4N(C)C3)C2=O)c1 (stereo not drawn)	10	-6	-42	4	-5	-7	-10	-3	0
COc1ccc(C(=O)N2C[C@H]3C[C@@H](C2)c2cccc(=O)n2C3)cc1OC	7	8	0	19	-5	-12	-11	-15	-2
CC(=O)C1CCC2(O)C3CCC4=CC(=O)CCC4(C)C3CCC12C (stereo not drawn)	.	-2	0	.	2	.	.	.	-5
C=CCC1(CC)C(=O)NC(=S)NC1=O	.	13	1	.	-3	.	.	.	2
Nc1c(C(=O)NCc2ccco2)c2nc3ccccc3nc2n1Cc1ccc(F)cc1	89*	-484	-17	19	24	75*	89*	54*	22
O=S1(=O)CCN(CCc2c[nH]c3ccccc23)CC1	-7	6	-1	3	-18	-3	-3	3	18
C=C(C)CSc1nnc([C@@H](N)Cc2c[nH]c3ccccc23)o1	3	4	-1	16	27	4	5	-6	-2
CO[C@@H]1C=CC23c4cc5c(cc4CO[C@]2(O)CN(C)[C@H]3C1)OCO5 (stereo partly drawn)	9	11	1	1	-4	-16	-19	-13	-1
Cc1ccc(-n2c(O)c(/C=N/Nc3ccccc3)c(=O)[nH]c2=O)cc1C	-22	.	.	21	-19	-12	-3	-11	-2
FC(F)=C(F)CCSc1ncn[nH]1	-3	3	0	4	-6	1	-5	3	-8
Cn1c(O)c(/C=N/NC(=O)c2ccncc2)c(=O)[nH]c1=S	-2	-358	-34	7	-12	-3	15	5	-4
Cn1cc(C=C(C#N)C#N)c2ccccc21	-6	12	-27	18	10	0	-6	7	-9
COC(=O)C1=C(c2ccc3ccccc3c2)C[C@@H]2CC[C@H]1N2C(=O)NCc1ccco1	10	-2	-3	7	8	10	5	9	5
COC(=O)C1=C(c2ccc(OC(F)(F)F)cc2)C[C@@H]2CC[C@H]1N2C(=O)N1CCOCC1	7	13	2	2	-3	-2	-18	-3	-4
CC(=O)OC1N=C(c2ccccc2)c2cc(Br)ccc2N(C)C1=O (stereo not drawn)	5	9	1	-9	11	1	-6	1	-5
CCCOc1ccccc1C1SCC(=O)Nc2c1c(=O)[nH]n2C(C)CCC (stereo not drawn)	19	14	0	-3	4	-2	2	-8	3
COC(=O)C(C)NC(=S)N1CC2C[C@@H](C1)Cn1c2cccc1=O (stereo partly drawn)	1	11	2	8	-7	-1	42	5	-3
COc1ccc(CNCCc2c[nH]c3ccccc23)c(OC)c1C	11	24	0	10	-7	-9	-33	-12	-1
O=C(C1CC(c2ccc(F)cc2)=NO1)N1CCC2(CC1)OCCO2 (stereo not drawn)	-1	18	1	29	-6	3	-4	10	3
N/C(=N\[N+](=O)[O-])N1CCN(C(=O)OC2CCCC2)CC1	5	16	1	9	-9	-3	-7	-3	-2
FC(F)(F)Oc1ccc(C2NCc3ccccc3-n3cccc32)cc1 (stereo not drawn)	10	22	-1	43	18	1	-7	-7	0
CC(C)n1c(=O)c(C=Nc2cccc([N+](=O)[O-])c2)c(O)n(CCc2ccccc2)c1=O	12	15	-1	17	1	-1	-7	7	7
ClCC(Br)CBr (stereo not drawn)	-6	8	2	-11	0	8	-23	-1	1
CCC1(C2=NCCN2)Cc2ccccc2O1 (stereo not drawn)	-10	-1	1	19	13	3	0	3	-1
COC(=O)C1=C(c2cccc(OC)c2OC)C[C@@H]2CC[C@H]1N2C(=O)NCC1CC1	-5	24	2	14	4	-3	3	-4	-2
COC(=O)C1=C(c2ccc(F)cc2OCc2ccccc2)C[C@@H]2CC[C@H]1N2C(=O)NCc1ccc2[nH]ccc2c1	9	2	1	2	14	-7	-12	-10	0
O=C(NC1CN2CCC1CC2)c1cccc(Cl)c1 (stereo not drawn)	1	10	2	6	-5	-4	7	1	2

Part of the list above, set out differently.
Value order – Apaf1 inhib	SENP8 block-1	SENP1 FRET inh	NALP3 yeast inh	PfGluPho inh	SENP8 block-2	SENP6 block	SENP7 inh	HKDC1 inhibitor
CO[C@@H]1C=CC23c4cc5c(cc4CO[C@]2(O)CN(C)[C@H]3C1)OCO5 (stereo partly drawn)
    9	11	1	1	-4	-16	-19	-13	-1
ClCC(Br)CBr (stereo not drawn)
    -6	8	2	-11	0	8	-23	-1	1
O=S1(=O)CCN(CCc2c[nH]c3ccccc23)CC1
    -7	6	-1	3	-18	-3	-3	3	18
C=CCC1(CC)C(=O)NC(=S)NC1=O
    .	13	1	.	-3	.	.	.	2
COc1ccc(C(=O)N2C[C@H]3C[C@@H](C2)c2cccc(=O)n2C3)cc1OC
    7	8	0	19	-5	-12	-11	-15	-2
COc1cccc(-n2c(CN3CCOCC3)nc3ccc([N+](=O)[O-])cc3c2=O)c1
    0	22	3	14	0	-1	12	-1	-1
COC(=O)C1=C(c2ccc(OC(F)(F)F)cc2)C[C@@H]2CC[C@H]1N2C(=O)N1CCC(O)CC1
    5	16	2	11	-3	-4	-18	7	-5

Screens from PubChem BioAssay.

An excerpt (hit frequency here may not be typical).
